Screening results (PubChem)
H9c2 TAG inh – triacylglycerol accumulation inhibition | H9c2 cells, Nile Red lipid (TAG) fluorescence; cells loaded with 200 µM oleic acid | inhibition, % at 12.5 µM | 230,000 tested, 0.66% active | AID 651582;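 active means pattern-corrected inhibition of lipid staining of at least 50% with the nuclear-stain viability signal not falling by more than 50%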;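 further: 0% = DMSO wells and 100% = triacsin C control wells; some results filed as inactive read as strong as hits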
H9c2 TAG inh DAPI viability – also measured in H9c2 TAG inh; calls as there; DAPI nuclei signal change (viability), lower = more cytotoxic, %;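 whole-well DAPI fluorescence read on a plate reader as a viability signal; minus 50 percent equals half of cells still viable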
* = called active by the depositor; & = joins results of further samples. This is a subset, so the mix of outcomes need not match the whole.

SMILES | H9c2 TAG inh | H9c2 TAG inh DAPI viability
Cc1ccccc1OCc1nnc(SC(C)C(=O)O)n1Cc1ccccc1 (stereo not given) | -25 | 52
Cc1cc(NC(=O)CN2C(=O)NC(C)(c3ccc(Cl)cc3Cl)C2=O)no1 (stereo not given) | -3 | 1
Cc1noc(C)c1COc1ccc(C(=O)NCCOc2ccccc2)cc1 | 3 | 5
CCOC(=O)c1c(C)[nH]c(C)c1C(=O)COC(=O)CCc1ccccc1 | 3 | -2
CCOC(=O)C1=C(C)N=c2sc(=Cc3ccc(OCC(=O)O)cc3)c(=O)n2C1c1ccc(Cl)cc1 (stereo not given) | 5 | -11
Cc1ccc(SCC(=O)c2cc(C)c(OC(=S)N(C)C)c(C)c2)cc1 | -3 | -10
Cc1cc(=O)n2[nH]c(Nc3cccc(Cl)c3)nc2n1 | 1 | -3
COc1ccc(N2CCN(C(=O)NC34CC5CC(CC(C5)C3)C4)CC2)cc1 | 36 | 1
Cn1nc(-c2ccc(Cl)cc2)c2cc(C(=O)NC3CC3)sc21 | 76* | -37*
CCCNC(=O)C(NS(=O)(=O)c1ccc2c(c1)c(=O)n(C)c(=O)n2C)c1ccccc1 (stereo not given) | -1 | 4
COC(=O)C1CC(=O)N(CCc2c[nH]c3ccccc23)C1 (stereo not given) | 4 | -9
Cc1ccnc(NC(=O)C(Cc2ccccc2)NC(=O)c2ccccc2)c1 (stereo not given) | -18 | -6
O=C(Nc1ccccc1)C1=C[C@H](c2csc3ccccc23)C[C@H](OCCCCO)O1 | -36 | 0
CCc1noc(C)c1C(=O)NCCc1ccccc1 | 1 | -1
CC(c1cccnc1)N(CCN(C)C)C(=O)Nc1ccc(Cl)cc1 (stereo not given) | -5 | -5
O=C(Cn1cnc2ccccc21)N/N=C/c1ccccn1 | -2 | 0
O=C(NC1CCCCC1)c1cc2nc(-c3ccco3)cc(C(F)(F)F)n2n1 | 16 | 21
N/C(=N\NC(=O)c1ccccc1)c1cc2ccccc2oc1=O | 5 | -3
CCO[C@H]1OC(C(=O)N2CCN(Cc3ccc4c(c3)OCO4)CC2)=C[C@@H](c2ccc(Br)cc2)[C@@H]1CCCO | 0 | 7
Cc1ccccc1NC(=O)COc1coc(CN2CCCc3ccccc32)cc1=O | 0 | -3
COc1ccc(NC(=O)CSc2nnc(-c3ccncc3)o2)c([N+](=O)[O-])c1 | -22 | 5
CCC1(CC)N=C(c2ccccc2)C(=S)N1 | 0 | -8
Cc1c(N(C)C(=O)c2ccco2)c(=O)n(-c2ccccc2)n1C | 7 | -2
Cc1ccc(S(=O)(=O)Nc2ccccc2C(=O)N2CCN(C)CC2)cc1 | -4 | 6

Part of the list above in another layout:
| smiles | H9c2 TAG inh | H9c2 TAG inh DAPI viability |
| --- | --- | --- |
| N/C(=N\NC(=O)c1ccccc1)c1cc2ccccc2oc1=O | 5 | -3 |
| CCO[C@H]1OC(C(=O)N2CCN(Cc3ccc4c(c3)OCO4)CC2)=C[C@@H](c2ccc(Br)cc2)[C@@H]1CCCO | 0 | 7 |
| Cc1ccccc1NC(=O)COc1coc(CN2CCCc3ccccc32)cc1=O | 0 | -3 |
| COc1ccc(NC(=O)CSc2nnc(-c3ccncc3)o2)c([N+](=O)[O-])c1 | -22 | 5 |

Next part.
SMILES | H9c2 TAG inh | H9c2 TAG inh DAPI viability
Cc1ccc(-n2c(C)nnc2SCC(=O)N(C)c2c(N)n(Cc3ccccc3)c(=O)[nH]c2=O)cc1 | -3 | -11
CCOC(=O)c1sc(/N=C/Nc2nc(C)c(C(=O)OCC)s2)nc1C | -13 | 11
O=C1Nc2ccccc2OCc2c1cccc2[N+](=O)[O-] | -12 | 5
CCCCCCCC1(C)NC(=O)N(CC(=O)Nc2cc(C)on2)C1=O (stereo not given) | -16 | -6
C#CC(CC)(CC)NC(=O)Nc1ccccc1C(=O)OC | -20 | 1
COc1ccc(C2C=C(C)Nc3ncnn32)cc1 (stereo not given) | 3 | 5
Cc1ccc2ccc3ccc(C)nc3c2n1 | 37 | -9
O=C(Nc1cccc(Cl)c1)N1CCN(C/C=C/c2ccccc2)CC1 | 12 | 4
C=CCn1c(SCC(=O)Nc2ccc(C(=O)O)cc2)nnc1-c1cccnc1 | -8 | -5
Cc1ccc(C2(C)NC(=O)N(CC(=O)Nc3ccccc3N3CCCCC3)C2=O)cc1 (stereo not given) | -10 | -4
N#Cc1ccccc1OCC(=O)OCC(=O)NCc1ccc2c(c1)OCO2 | -8 | -1
CC(=O)CC(c1ccccc1)c1c(O)c2ccccc2oc1=O (stereo not given) | 15&27&21 | -10&-13&-10
O=C(CSc1ncc(-c2ccccc2)n1CC1CCCO1)N1CCCCC1 (stereo not given) | 8 | -9
CN(CC(=O)Nc1ccccc1C(F)(F)F)C(=O)Cn1c(=O)oc2ccccc21 | 1 | 4
O=C(CSc1nc2nn(-c3ccccc3)c(=O)c-2c2n1CCCCC2)c1ccc(O)c(O)c1 | 18 | -10
COc1cc(Cl)c(S(=O)(=O)N2CCOCC2)cc1Cl | 8 | 1
CC(=O)Nc1ccccc1C(=O)C(=O)Nc1cccc(C(=O)N2CC(C)CC(C)C2)c1 (stereo not given) | -3 | -8
CNC(=O)c1ccsc1NC(=O)CS(=O)(=O)c1ccccc1 | -1 | -1
CCN(C(=O)Cn1cnc2c1c(=O)n(C)c(=O)n2C)C1CCS(=O)(=O)C1 (stereo not given) | 2 | -7
CC1CCCCC1NC(=O)Cn1nnc2ccccc2c1=O (stereo not given) | 1 | 8
O=C(c1ccc(F)cc1)N1CCOCC1 | 19 | -2
COc1ccc(N(CC(=O)Nc2cc(C)ccc2C)S(=O)(=O)c2c(C)nn(C)c2C)cc1 | 11 | 6
COc1ccccc1CNC(=O)c1cc(-c2cc(F)ccc2OC(C)C)n[nH]1 | -8 | 1
Cc1ccc(S(=O)(=O)N2CCN(C(=O)Cc3ccsc3)CC2)c(C)c1 | -1 | 2
Cc1ccc(OCCC(=O)O)cc1 | 6 | -3
COc1ccc(/C=C/C(O)=C(\C#N)c2nnc(N3CCOCC3)n2-c2ccccc2)cc1OC | 12 | -11
Cc1cc(C(=O)Cn2nnc(-c3ccc(Cl)cc3)n2)c(C)n1-c1ccccc1 | -6 | 1
Cc1c(NC(=O)C(C)OC(=O)CCC2CCCC2)c(=O)n(-c2ccccc2)n1C (stereo not given) | 11 | 2
CC(CCN1CCC(n2nccc2NC(=O)c2ccccc2Cl)CC1)c1ccccc1 (stereo not given) | 21 | 0
Cc1ccc2cc(C#N)c(N3CCN(C(=O)c4cccs4)CC3)nc2c1 | -16 | 2
CC(C)(O)[C@@H]1Cc2c(ccc3ccc(=O)oc23)O1 | -2 | 1
COc1ccccc1C(=O)NC(=O)COC(=O)c1nc(Cl)ccc1Cl | 4 | -2
COc1cccc(C(N)c2nc(-c3cc(F)cc(F)c3)cs2)c1 (stereo not given) | -9 | 1
O=C(CN1CCN(c2ccccc2)CC1)Nc1ccccc1C(F)(F)F | -65 | -5
Cc1cc(C)nc(N(C#N)CN2C(=O)c3ccccc3S2(=O)=O)n1 | -1 | 8
N#CCC(=O)Nc1ccc(C(=O)OCC(=O)c2ccc3c(c2)NC(=O)CO3)cc1 | 5 | -2

2 compounds picked at random from those above, as already listed:
SMILES | H9c2 TAG inh | H9c2 TAG inh DAPI viability
Cc1cc(C(=O)Cn2nnc(-c3ccc(Cl)cc3)n2)c(C)n1-c1ccccc1 | -6 | 1
Cc1c(NC(=O)C(C)OC(=O)CCC2CCCC2)c(=O)n(-c2ccccc2)n1C (stereo not given) | 11 | 2

(next part)
SMILES | H9c2 TAG inh | H9c2 TAG inh DAPI viability
Cc1ccc(Cn2ccsc2=NC(=O)CCl)cc1 | 65 | -55
CCOC(=O)N1CCC(N2CCN(C3CCCC3)C(CCO)C2)CC1 (stereo not given) | -5 | 1
CC12CC(=O)C3C(CCC4=CC(=O)CCC43C)C1CC=C2CC(=O)O (stereo not given) | -7 | -5
CCN1C(=O)c2cccc3c(S(=O)(=O)Nc4ccccc4)ccc1c23 | 20 | -9
Cc1ccc(-n2c(C)cc(C(=O)CN3CCOCC3)c2C)cc1 | 3 | 4
Cc1ccc(NC(=O)CSc2nc(O)cc(=O)n2C)cc1 | -10 | 11
O=C(CCC(=O)Nc1ccccc1)NNS(=O)(=O)c1ccccc1[N+](=O)[O-] | -5 | 8
Cc1nc2ccc(NC(=O)c3ccccc3)cc2s1 | -2 | 14
COc1ccc(S(=O)(=O)n2c(N)nc3ccccc32)cc1 | 2 | 6
Cn1cccc1C(=O)OCC(=O)c1ccc(Br)s1 | -9 | -1
CCCC(NCC(=O)Nc1cc(S(=O)(=O)N2CCOCC2)ccc1OC)c1ccccc1 (stereo not given) | 8 | -12
CC(C)(C)C(=O)CSc1nc2ncc(Br)cc2[nH]1 | 17 | -12

Seven consecutive compounds from above, quoted:
SMILES | H9c2 TAG inh | H9c2 TAG inh DAPI viability
Cc1c(N(C)C(=O)c2ccco2)c(=O)n(-c2ccccc2)n1C | 7 | -2
Cc1ccc(S(=O)(=O)Nc2ccccc2C(=O)N2CCN(C)CC2)cc1 | -4 | 6
Cc1ccc(-n2c(C)nnc2SCC(=O)N(C)c2c(N)n(Cc3ccccc3)c(=O)[nH]c2=O)cc1 | -3 | -11
CCOC(=O)c1sc(/N=C/Nc2nc(C)c(C(=O)OCC)s2)nc1C | -13 | 11
O=C1Nc2ccccc2OCc2c1cccc2[N+](=O)[O-] | -12 | 5
CCCCCCCC1(C)NC(=O)N(CC(=O)Nc2cc(C)on2)C1=O (stereo not given) | -16 | -6
C#CC(CC)(CC)NC(=O)Nc1ccccc1C(=O)OC | -20 | 1

Going on with the list:
SMILES | H9c2 TAG inh | H9c2 TAG inh DAPI viability
COc1ccc2cc(C(c3nnnn3C3CCCC3)N3CCCCCC3)c3nnnn3c2c1 (stereo not given) | 27 | -13
O=C(Nc1ccc(F)cc1)c1c(Cl)nc2ccccn12 | 5 | -8
COc1cc(-c2cc(OC)c(O)c(OC)c2)cc(OC)c1O | 8 | 0
COc1cc(Br)c(CNc2cc(C)ccc2C)cc1OC | -14 | 3
CCc1ccccc1NC(=O)COC(=O)C1CC(=O)N(c2ccc(F)cc2)C1 (stereo not given) | 11 | -13
O=C(c1ccc2nccnc2c1)N1CCCC(Nc2ccc(F)c(F)c2)C1 (stereo not given) | -5 | 10
CCC1CCc2sc(C(=O)N(C)CC(=O)Nc3ccc(N4CCOCC4)cc3)cc2C1 (stereo not given) | 1 | -7
COc1ccc(C)cc1-n1nnnc1SCc1cn2ccsc2n1 | -7 | -12
Cc1nc2ccccn2c1C(=O)NC1CCCC1 | 0 | 1
COc1ccc(C)cc1Cn1nnc2ccccc21 | -2 | 10
Cn1ccc(NC(=O)c2ccc(Cl)cc2)n1 | -6 | -3
COc1ccc(N2CCN(C(=O)NC(=O)c3ccc(Cl)cc3)CC2)cc1 | 1 | 7

A draw from above in order of molar mass, descending.
SMILES | H9c2 TAG inh | H9c2 TAG inh DAPI viability
CCc1ccccc1NC(=O)COC(=O)C1CC(=O)N(c2ccc(F)cc2)C1 (stereo not given) | 11 | -13
COc1ccc(C)cc1Cn1nnc2ccccc21 | -2 | 10
Cn1ccc(NC(=O)c2ccc(Cl)cc2)n1 | -6 | -3

New compounds follow.
SMILES | H9c2 TAG inh | H9c2 TAG inh DAPI viability
COc1ccc(C(C)=O)cc1CN1C(=O)C(C)ON=C1c1cccc(C(F)(F)F)c1 (stereo not given) | -8 | -8
Cn1nc(-c2ccc(NCCO)c([N+](=O)[O-])c2)c2ccccc2c1=O | 8 | 1
Cc1ccccc1OC1(C)CCN(Cc2ccc(-c3ccccn3)cc2)C1 (stereo not given) | -9 | 13
COc1ccc(CCn2c(C)cc(C(=O)COC(=O)c3ccc(NC(=O)CC#N)cc3)c2C)cc1 | -4 | 5
C(CCc1nn[nH]n1)CCC1CCCCC1 | 16 | 11
CCN1C(=O)c2cccc3c(N)ccc1c23 | 29 | 7
COc1ccc(CNC2CCN(Cc3ccccc3)CC2)cc1 | 11 | -1
Cc1cc(=O)oc2cc(NC(=O)C(C)N3C(=O)C4CCCCC4C3=O)ccc12 (stereo not given) | -17 | 1
Clc1ccsc1-c1ccc2ccccc2n1 | 2 | 9
N#C/C(=C\c1cccnc1)C(=O)Nc1ccc(S(N)(=O)=O)cc1 | -5 | 15
Cc1ccc(C(O)c2ncc(-c3ccc4ccccc4c3)[nH]2)c(C)c1 (stereo not given) | -14 | 0
CC1Cc2nc(SCC(=O)N3CCCC3)n(C)c(=O)c2S1 (stereo not given) | 8 | -3
O=S(=O)(c1ccc(SCc2c(F)cccc2Cl)nc1)N1CCCC1 | -6 | 2
O=C(CCS(=O)(=O)c1cccs1)N1CCCC1 | 1 | 16
